Siah-1 displacement – Siah-1 peptide-binding antagonists, primary screen, biochemical, fluorescence polarization, rhodamine-plectin, uHTS (AID 1817) | E3 ubiquitin-protein ligase SIAH1 (Homo sapiens) | Siah-1 / rhodamine-plectin peptide fluorescence polarization; higher % means a stronger effect | one-dose displacement, % at 20 µM; IC50 in µM for titrated hits | 0.02% of 290,000 active;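 active means displacement of at least 50% at 20 µM, with a fluorescence ratio check between 0.3 and a set limit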;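 further: plate controls were Siah plus tracer with DMSO for no effect and tracer alone without Siah for full effect; strong numbers were not always called active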
SV40 large T antigen – SV40 large T antigen inhibitors, biochemical (AID 1903) | SV40 large T antigen ATPase/helicase inhibition assay; higher % means a stronger effect | inhibition, % at 20 µM; hits with a dose series show IC50 in µM | 0.39% of 310,000 active; in the data active means a potency from the dose series; inconclusive means inhibition mostly from about 32% at the one dose, without a potency; inactive means the rest, 99 in 100 with inhibition below about 32%; further: strong numbers were not always called active
RSV CPE inhibition – RSV antiviral activity via CPE protection, HEp-2 cells, primary 10 µM value included (AID 2391) | HEp-2 cells, RSV-induced CPE inhibition; higher % means a stronger effect | 0.13% of 310,000 active | CPE inhibition, % at 10 µM; hits with a dose series show IC50 in µM; in the data active means a potency from the dose series; inconclusive means CPE inhibition mostly from about 23% at the one dose, without a potency; inactive means the rest, 99 in 100 with CPE inhibition below about 21%; further: strong numbers were not always called active
LYP inhibition – inhibitors of LYP phosphatase, biochemical, fluorescence intensity, uHTS (AID 1779). 0.054% of 290,000 active. inhibition, % at 11.5 µM, or IC50 in µM where a hit was titrated. Tyrosine-protein phosphatase non-receptor type 22 (Homo sapiens). recombinant LYP phosphatase, fluorescence intensity; higher % means a stronger effect; in the data active means inhibition above about 50%;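 further: plate controls were vehicle with enzyme for no effect and no enzyme for full effect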
AID2073 – inhibitors of Mint1-CaV2.2 protein interaction, biochemical, HTRF (AID 2073) | inhibition, % at 20 µM, or IC50 in µM where a hit was titrated | Voltage-dependent N-type calcium channel subunit alpha-1B (Homo sapiens) | 0.19% of 290,000 active | HTRF protein-protein interaction, Mint1-CaV2.2; higher % means a stronger effect; in the data active means inhibition mostly above about 51%, no sharp cut-off; inconclusive means no clear call, values can overlap the other calls; inactive means mostly below about 53%; further: some results filed as inactive read as strong as hits
HIV fusion peptide – inhibitors of HIV fusion peptide binding, primary screen, biochemical, uHTS, fluorescence dequenching (AID 1986). cell-free peptide binding, fluorescence dequenching, 30 min; higher % means a stronger effect. inhibition, % at 20 µM, or IC50 in µM where a hit was titrated. 0.3% of 290,000 active; in the data active means inhibition mostly above about 52%, no sharp cut-off; inactive means mostly below about 76%; further: some results filed as inactive read as strong as hits
MgcRacGAP inhibition – MgcRacGAP GTPase-activating activity inhibitors, confirmation, biochemical, ADP Hunter fluorescence | MgcRacGAP-stimulated Rac1 GTP hydrolysis, ADP Hunter fluorescence; higher % means a stronger effect; GST-tagged Rac1 F28L mutant substrate | Rac GTPase-activating protein 1 (Homo sapiens) | AID 624330, 2012 | 0.6% of 340,000 active | inhibition, % at 30 µM, or IC50 in µM where a hit was titrated;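 active means first-screen hits whose inhibition reached a set limit at any dose in the follow-up dose series; inconclusive means inhibition above the set first-screen limit but never retested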;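 further: fluorescence reports GDP produced by GAP-driven GTP hydrolysis; strong numbers were not always called active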
Dengue-2 NS5 capping – Dengue-2 NS5 methyltransferase inhibitors, primary screen, biochemical, confirmation dose response (AID 588689) | Dengue-2 NS5 methyltransferase capping enzyme assay, biochemical; higher % means a stronger effect | inhibition, % at 25 µM; hits with a dose series show IC50 in µM | 0.3% of 340,000 active | Genome polyprotein (Dengue virus type 2 (strain 16681-PDK53)); in the data active means a potency from the dose series; inconclusive means inhibition above about 29% without an active follow-up result
XIAP antagonists – XIAP antagonists, biochemical, IAP family, fluorescence polarization (AID 1018); E3 ubiquitin-protein ligase XIAP (Homo sapiens); XIAP BIR domain, fluorescence polarization peptide displacement; higher % means a stronger effect; displacement, % at 20 µM; hits with a dose series show IC50 in µM; 0.007% of 200,000 active; in the data active means displacement above about 50%; further: a part of the inactive calls stands beside numbers as strong as those of hits
Dengue-2 NS5 capping pilot replicate – also measured in Dengue-2 NS5 capping; calls as there; inhibition, %; measured here: pilot screen replicate inhibition
An asterisk follows results filed as active.

CCN(Cc1ccncc1)C(=O)C(CO)c1ccccc1 (configuration not stated) was read as Siah-1 displacement 2%, SV40 large T antigen 7%, RSV CPE inhibition -2.2%, LYP inhibition -2%, AID2073 9%, HIV fusion peptide 0.8%, MgcRacGAP inhibition 2% and Dengue-2 NS5 capping -4%.
`CC(=O)N1CCN(S(=O)(=O)c2cccc(C(=O)N(Cc3ccccc3)c3cccc(C)c3)c2)CC1` gave SV40 large T antigen 11%, RSV CPE inhibition -0.9%, MgcRacGAP inhibition 2% and Dengue-2 NS5 capping -6%.
`COc1ccc(C(=O)NC(C)c2nnc(SCC(=O)Nc3nc(C)cs3)n2C)cc1` (configuration not stated) gave Siah-1 displacement 1%, SV40 large T antigen 7%, RSV CPE inhibition 0.1%, LYP inhibition -3%, AID2073 -3%, HIV fusion peptide -2.1%, MgcRacGAP inhibition 9%, Dengue-2 NS5 capping -17% and XIAP antagonists -26%.
OC(CSc1c(Cl)cccc1Cl)CN1CCN(c2ccccc2F)CC1 (configuration not stated) was read as Siah-1 displacement -2%, SV40 large T antigen 9%, RSV CPE inhibition -1.7%, LYP inhibition -6%, AID2073 1%, HIV fusion peptide 0.6%, MgcRacGAP inhibition 7%, Dengue-2 NS5 capping -6% and XIAP antagonists -3.5%.
For COc1ccc(N2C(=O)c3ccc(C(=O)Nc4cc(OC)ccc4OC)cc3C2=O)cc1 the results were Siah-1 displacement -4%, SV40 large T antigen 4%, RSV CPE inhibition -0.4%, LYP inhibition -9%, AID2073 3%, HIV fusion peptide 0.3%, MgcRacGAP inhibition 4% and Dengue-2 NS5 capping -2%.
COC(=O)/C(=N/Nc1ccccc1OC)N1CCCc2ccccc21 was read as Siah-1 displacement -5%, SV40 large T antigen 21%, LYP inhibition -2%, AID2073 -12%, HIV fusion peptide -0.7%, MgcRacGAP inhibition 13% and Dengue-2 NS5 capping -6%.
COP(=O)(OC)C(Nc1cc(Cl)cc(Cl)c1)c1cccc(O)c1 (configuration not stated) was read as Siah-1 displacement -2%, SV40 large T antigen 0%, RSV CPE inhibition 4.6%, LYP inhibition -1%, AID2073 10%, HIV fusion peptide -0.6%, MgcRacGAP inhibition 7%, Dengue-2 NS5 capping -3% and XIAP antagonists -1.4%.
For Cc1cccc(CSc2nnnn2-c2ccccc2)c1 the results were Siah-1 displacement -2%, SV40 large T antigen 3%, RSV CPE inhibition 1.7%, LYP inhibition -7%, AID2073 -1%, HIV fusion peptide -1.4%, MgcRacGAP inhibition 14%, Dengue-2 NS5 capping 0% and XIAP antagonists -2.4%.
`CCC(=O)Oc1ccc(C(=O)Nc2cccc(C(=O)NC(C)(C)C)c2)cc1` gave Siah-1 displacement 3%, SV40 large T antigen 14%, RSV CPE inhibition 2.0%, LYP inhibition -8%, AID2073 4%, HIV fusion peptide -0.1%, MgcRacGAP inhibition 12%, Dengue-2 NS5 capping -12% and XIAP antagonists -2.3%.
O=C1C=CC2C(c3ccc4c(c3)OCO4)CC1N2Cc1ccccc1 (configuration not stated) was read as Siah-1 displacement 9%, SV40 large T antigen 15%, RSV CPE inhibition 1.3%, LYP inhibition -7%, AID2073 0%, HIV fusion peptide -2.1%, MgcRacGAP inhibition 6%, Dengue-2 NS5 capping 12% and XIAP antagonists -0.7%.
`O=C(NCc1ccc2c(c1)OCO2)C1CCN(S(=O)(=O)N2CCOCC2)CC1` gave Siah-1 displacement 2%, SV40 large T antigen 7%, RSV CPE inhibition 1.8%, LYP inhibition 0%, AID2073 3%, HIV fusion peptide 1.5%, MgcRacGAP inhibition 10%, Dengue-2 NS5 capping -3% and XIAP antagonists -6.6%.
For NC(=O)c1cc(-c2ccccc2)nc(N2CCOCC2)n1 the results were Siah-1 displacement 2%, SV40 large T antigen -1%, RSV CPE inhibition 4.5%, LYP inhibition -5%, AID2073 6%, HIV fusion peptide -1.6%, MgcRacGAP inhibition 2%, Dengue-2 NS5 capping 3% and XIAP antagonists 2.5%.
`O=C1CSC(=O)N1CCOCCN1C(=O)CSC1=O` gave Siah-1 displacement -1%, SV40 large T antigen 3%, RSV CPE inhibition 0.7%, LYP inhibition -8%, AID2073 -4%, HIV fusion peptide 0.1%, MgcRacGAP inhibition -6%, Dengue-2 NS5 capping 0% and XIAP antagonists -3.4%.
For O=C(/C=C1\C(=O)Nc2ccccc21)/C=C1\C(=O)Nc2ccccc21 the results were Siah-1 displacement -6%, SV40 large T antigen 13%, LYP inhibition -13%, AID2073 24%, HIV fusion peptide -2.0%, MgcRacGAP inhibition 17% and Dengue-2 NS5 capping 27%.
Screening Cc1cc(C)c2cc(C(=O)N3CCC(Cc4ccccc4)CC3)[nH]c2c1 returned Siah-1 displacement 12%, SV40 large T antigen 9%, RSV CPE inhibition inconclusive, LYP inhibition 6%, AID2073 21%, HIV fusion peptide 1.3%, MgcRacGAP inhibition 4% and Dengue-2 NS5 capping 5%.
CCc1ccccc1NC(=O)C(C#N)Cc1cccnc1 (configuration not stated) was read as Siah-1 displacement 4%, SV40 large T antigen 5%, RSV CPE inhibition -1.3%, LYP inhibition -2%, AID2073 11%, HIV fusion peptide 3.5%, MgcRacGAP inhibition 12%, Dengue-2 NS5 capping -3% and XIAP antagonists -3.4%.
For CC(=Nc1ccc(C)cc1)c1sc2ccccc2c1O the results were Siah-1 displacement -1%, SV40 large T antigen 0%, RSV CPE inhibition inconclusive, LYP inhibition 8%, AID2073 10%, HIV fusion peptide 5.9%, MgcRacGAP inhibition 2%, Dengue-2 NS5 capping -20% and XIAP antagonists -4.9%.
`O=C(CSc1nc2ccccc2c(=O)n1-c1ccccc1)NCC1CCCO1` (configuration not stated) gave Siah-1 displacement -1%, SV40 large T antigen 8%, RSV CPE inhibition 1.2%, LYP inhibition 2%, AID2073 20%, HIV fusion peptide -1.8%, MgcRacGAP inhibition 6% and Dengue-2 NS5 capping -24%.
`CCC(=O)Nc1nc(C)c(C(=O)N2CCCCC2)s1` gave Siah-1 displacement -3%, SV40 large T antigen 5%, RSV CPE inhibition 1.6%, LYP inhibition -9%, AID2073 2%, HIV fusion peptide -1.3%, MgcRacGAP inhibition 5%, Dengue-2 NS5 capping -1% and XIAP antagonists -3.0%.
`Cc1ccc(C(=O)NCCNC(=O)c2ccc(C)o2)o1` gave Siah-1 displacement 1%, SV40 large T antigen 5%, RSV CPE inhibition 4.5%, LYP inhibition 1%, AID2073 3%, HIV fusion peptide 2.2%, MgcRacGAP inhibition 7% and Dengue-2 NS5 capping 3%.
CCCn1c(SCC(=O)Nc2ccccc2C(=O)OC)nc2c1c(=O)n(C)c(=O)n2C was read as Siah-1 displacement 12%, SV40 large T antigen 5%, RSV CPE inhibition 1.9%, LYP inhibition 0%, AID2073 -6%, HIV fusion peptide 0.4%, MgcRacGAP inhibition 12%, Dengue-2 NS5 capping -3%, XIAP antagonists -6.3% and Dengue-2 NS5 capping pilot replicate -1.8.
COc1cc(S(=O)(=O)n2ccc(C)n2)c(OC)cc1Cl was read as Siah-1 displacement 6%, SV40 large T antigen 4%, RSV CPE inhibition 1.0%, LYP inhibition -6%, AID2073 2%, HIV fusion peptide -1.1%, MgcRacGAP inhibition 0%, Dengue-2 NS5 capping -3% and XIAP antagonists -17%.
`COc1ccc(-n2c(C)cc(/C=C3\C(=O)NN(c4ccccc4)C3=O)c2C)cc1` gave Siah-1 displacement 1%, SV40 large T antigen 38%, RSV CPE inhibition 3.0%, LYP inhibition 1%, AID2073 11%, HIV fusion peptide 11%, MgcRacGAP inhibition 10%, Dengue-2 NS5 capping 4% and XIAP antagonists -5.8%.
Screening c1ccc2c(NC3CCCC3)nnc(NC3CCCC3)c2c1 returned Siah-1 displacement 6%, SV40 large T antigen 4%, RSV CPE inhibition 0.8%, LYP inhibition 0%, AID2073 16%, HIV fusion peptide -2.6%, MgcRacGAP inhibition 14%, Dengue-2 NS5 capping -7% and XIAP antagonists -4.8%.
`C=CCN1C(=O)C(Cc2cccc(Cl)c2)S/C1=N/N=C/c1ccco1` (configuration not stated) gave Siah-1 displacement 1%, SV40 large T antigen 1%, RSV CPE inhibition 2.4%, LYP inhibition 9%, AID2073 5%, HIV fusion peptide 1.3%, MgcRacGAP inhibition -2%, Dengue-2 NS5 capping 4% and XIAP antagonists -2.1%.
Screening CCCC(C(=O)O)N1C(=O)/C(=C2\C(=O)N(C)c3ccccc32)SC1=S (configuration not stated) returned Siah-1 displacement 1%, SV40 large T antigen 22%, RSV CPE inhibition 2.0%, LYP inhibition -6%, AID2073 -14%, HIV fusion peptide 3.8%, MgcRacGAP inhibition 12%, Dengue-2 NS5 capping 30µM* and XIAP antagonists -6.1%.
`COc1cccc(NC(=O)COc2cc(O)c3c(c2)OC(C)(C)CC3=O)c1` gave Siah-1 displacement 11%, SV40 large T antigen -2%, RSV CPE inhibition 0.3%, LYP inhibition -2%, AID2073 0%, HIV fusion peptide -1.0%, MgcRacGAP inhibition 5% and Dengue-2 NS5 capping -4%.
`CCOc1ccc(N(CC(=O)NC2CC3CCC2C3)S(=O)(=O)c2ccccc2)cc1` (configuration not stated) gave Siah-1 displacement 11%, SV40 large T antigen 1%, RSV CPE inhibition 0.5%, LYP inhibition -3%, AID2073 -2%, HIV fusion peptide 2.6%, MgcRacGAP inhibition 7% and Dengue-2 NS5 capping 3%.
O=C1OCC2OC(O)C(O)C(O)C2OC(=O)c2cc(O)c(O)c(O)c2-c2c(O)c(O)c3oc(=O)c4c(c(O)c(O)c5oc(=O)c2c3c54)-c2c1cc(O)c(O)c2O (configuration not stated) was read as Siah-1 displacement 8%, LYP inhibition 8%, AID2073 inconclusive and HIV fusion peptide 50%.
For Cc1ccccc1CN1C2=NCCN2c2ccccc21 the results were Siah-1 displacement 4%, SV40 large T antigen 0%, RSV CPE inhibition 0.4%, LYP inhibition -10%, AID2073 0%, HIV fusion peptide 0.5%, MgcRacGAP inhibition 2%, Dengue-2 NS5 capping -9% and XIAP antagonists -2.7%.
`Cn1c(CNc2nc(-c3ccccc3)cs2)nnc1SCC(=O)OC1CCCCC1` gave Siah-1 displacement 7%, SV40 large T antigen 10%, RSV CPE inhibition 1.8%, LYP inhibition 6%, AID2073 -9%, HIV fusion peptide 0.0%, MgcRacGAP inhibition 10%, Dengue-2 NS5 capping -10% and XIAP antagonists -5.2%.
